# Assay outcomes as filed in PubChem.
# tim10-1 inh = tim10-1 yeast growth inhibition. 330,000 tested, 2.2% active. AID 463190. S. cerevisiae tim10-1 ts strain growth, BacTiter-Glo, 24 h. inhibition, % at 20 µM;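 active means inhibition of at least 40%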;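 further: mutant grown at 25 °C; 0% = DMSO wells with yeast and 100% = wells holding no yeast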
# beta cell repl = induces beta-cell replication in MIN6 cells; proliferation, % at 10 µM; MIN6 cells proliferation, ATPlite luminescence, 48 h; cells starved in 0.2% serum; 100% = growth in 10% serum; 330,000 tested, 0.29% active;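 active means compounds whose signal lies at least 3.5 SD above the mean of all wells on their plate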;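 further: 0% = DMSO-treated cells in low-serum medium and 100% = 10% serum control; some compounds called inactive have numbers as strong as hits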
# hIAP inh = blocks human intestinal alkaline phosphatase | purified IAP, CDP-Star luminescence, 30 min | inhibition, % at 10 µM | 330,000 tested, 0.12% active | AID 2544;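 active means inhibition reaching a set limit with compound at 10 µM in the primary screen, cut at about 35% in these data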;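 further: plate controls were DMSO wells with enzyme for no effect and no-enzyme buffer wells for full effect; values of inactives mirror those of a sister screen read the other way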
# Target sequence (P09923 whole entry, looked up): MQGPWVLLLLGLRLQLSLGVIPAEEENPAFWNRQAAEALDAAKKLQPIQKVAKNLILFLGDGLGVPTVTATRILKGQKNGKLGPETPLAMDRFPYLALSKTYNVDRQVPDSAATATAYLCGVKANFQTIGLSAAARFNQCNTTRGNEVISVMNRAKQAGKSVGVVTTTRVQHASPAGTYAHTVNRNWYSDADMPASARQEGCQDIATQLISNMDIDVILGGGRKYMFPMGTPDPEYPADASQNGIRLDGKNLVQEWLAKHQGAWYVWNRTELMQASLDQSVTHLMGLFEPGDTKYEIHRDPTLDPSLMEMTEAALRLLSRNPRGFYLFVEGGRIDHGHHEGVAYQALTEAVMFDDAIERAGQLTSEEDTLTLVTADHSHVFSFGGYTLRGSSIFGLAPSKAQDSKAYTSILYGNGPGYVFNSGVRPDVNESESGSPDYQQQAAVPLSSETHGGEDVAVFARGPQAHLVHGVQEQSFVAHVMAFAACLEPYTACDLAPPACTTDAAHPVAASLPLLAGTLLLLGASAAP
# mIAP inh = mouse IAP inhibition; 330,000 tested, 0.2% active; AID 2806; purified mouse IAP, CDP-Star luminescence, 30 min; inhibition, % at 10 µM;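 active means inhibition of at least 40% at 10 µM in the primary screen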;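 further: plate controls were DMSO with enzyme for no effect and no enzyme wells for full effect; values of inactives mirror those of a sister screen read the other way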
# TIM10 inh = growth inhibitors of TIM10 yeast strain; 330,000 tested, 1.4% active; S. cerevisiae TIM10 strain growth, BacTiter-Glo luminescence, 24 h; AID 463195; inhibition, % at 10 µM;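 active means inhibition of 40% or more at the single tested concentration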;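 further: wild-type TIM10 isogenic control strain grown at permissive 25 °C; 0% = DMSO yeast wells and 100% = minimal medium wells without yeast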
# A3G deaminase = blocks human APOBEC3G single-stranded DNA deamination; inhibition, % at 20 µM; 330,000 tested, 0.28% active; Q9HC16; recombinant A3G, ssDNA deamination FAM/TAMRA fluorescence;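 active means inhibition of at least 40% at 20 µM, with no more than 30% in the related APOBEC3A deaminase screen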;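 further: plate controls were DMSO wells with A3G for no effect and wells lacking A3G enzyme for full effect; some compounds called inactive have numbers as strong as hits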
# Target sequence (Q9HC16 whole entry, looked up): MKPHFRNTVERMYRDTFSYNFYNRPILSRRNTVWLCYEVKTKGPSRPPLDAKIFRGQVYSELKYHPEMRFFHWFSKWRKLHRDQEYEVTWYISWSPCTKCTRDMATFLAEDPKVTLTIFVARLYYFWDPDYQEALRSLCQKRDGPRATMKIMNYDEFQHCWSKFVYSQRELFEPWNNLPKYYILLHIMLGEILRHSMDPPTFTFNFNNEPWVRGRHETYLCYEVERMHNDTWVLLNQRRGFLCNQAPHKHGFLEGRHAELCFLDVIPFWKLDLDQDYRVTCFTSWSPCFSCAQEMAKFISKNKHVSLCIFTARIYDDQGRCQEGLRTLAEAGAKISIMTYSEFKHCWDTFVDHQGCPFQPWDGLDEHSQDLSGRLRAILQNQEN
# A3A deaminase = human APOBEC3A DNA deaminase inhibition; P31941; recombinant A3A, FAM/TAMRA ssDNA deamination fluorescence; inhibition, % at 20 µM; 330,000 tested, 0.41% active; AID 493011;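 active means at least 40% inhibition at 20 µM here, with at most 30% in a related deaminase screen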;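 further: plate controls were A3A with DMSO for no effect and wells lacking A3A enzyme for full effect; some results filed as inactive read as strong as hits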
# mIAP act = increases mouse intestinal alkaline phosphatase activity; activation factor at 10 µM; 330,000 tested, 0.24% active; muIAP, CDP-Star luminescence, 30 min; active compounds read high; 1 = vehicle-only enzyme signal, 0 = enzyme-free wells;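 active means activation factor of at least 2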; further: the source names both 10 and 20 µM as test concentration; values of inactives mirror those of a sister screen read the other way
#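 Assay system: mouse IAP enzyme; reagent: chemiluminescent substrate CDP-Star; dosing: test compounds delivered from DMSO solution; schedule: 30 min at room temperature; measured by: luminescence from enzymatic CDP-Star hydrolysis; controls: DMSO-only wells and no-enzyme negative control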
# NALP3 yeast inh = blocks the NALP3 inflammasome reconstituted in yeast. Yeast reconstituted NLRP3/ASC/caspase-1, beta-gal luminescence, 24 h. inhibition, % at 10 µM. 330,000 tested, 0.39% active;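 active means inhibition of 50% or more; inactive means inhibition below 50%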;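 further: plate controls were induced DMSO wells for no effect and uninduced yeast grown without galactose for full effect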
# Numbers without * were called inactive. This is a random part of the collection. Share with any hit: about 4.6%.
# The line under a structure holds: NALP3 yeast inh	hIAP inh	tim10-1 inh	A3A deaminase	mIAP act	TIM10 inh	mIAP inh	beta cell repl	A3G deaminase
Cc1nnc(SC(C)C(=O)Nc2ccc(S(=O)(=O)N3CCCCCC3)cc2)s1 (stereo not drawn)
→ -5.1	16.7	17.5	-3.0	1.07	3.9	-7.5	0.7	-4.8
Cc1cccc(NC(=O)C(=O)NCCc2c[nH]c3ccccc23)c1C
→ 19.6	1.7	15.0	-5.5	1.11	1.9	-11.3	0.3	11.4
CC1=NN(C(N)=S)C(=O)C1N=Nc1ccccc1O (stereo not drawn)
→ 12.4	-33.1	19.1	-9.2	0.948	-0.4	5.2	-0.9	5.8
COc1ccc(C(=O)COC(=O)COc2ccc(C)c(C)c2)cc1
→ 6.0	-1.4	10.1	2.9	0.953	20.7	4.7	1.2	-3.5
Cc1nnc(SCC(=O)NC(C)(C)C)n1NCc1cccc(Br)c1
→ 19.6	-8.7	5.8	4.1	1.02	1.1	-1.6	0.6	-0.1
CCS(=O)(=O)N1CCN(Cc2ccccc2OC)CC1
→ 25.0	-13.7	2.6	-3.1	1.01	0.0	-1.0	-1.3	-2.8
Cc1cccc(N2CCN(C(=O)C3CCN(S(=O)(=O)c4cnc[nH]4)CC3)CC2)c1C
→ 13.0	1.5	1.7	-2.6	0.848	9.1	15.2	-0.1	-4.3
C=CCn1c(C)csc1=Nc1ccccc1C
→ 13.6	-5.1	24.7	-10.5	1.06	18.5	-5.9	-0.3	-7.8
N#Cc1ccc(OCC(O)CS(=O)(=O)c2ccccc2)cc1 (stereo not drawn)
→ -6.9	1.7	-6.2	-3.8	0.937	5.0	6.3	1.0	-6.3
Cc1cc2cc(C)c(NCCNC(=O)c3ccccc3Cl)nc2cc1C
→ 15.9	14.5	41.6*	-1.6	1.01	44.4*	-1.5	-5.4	-4.3
Cc1onc(-c2ccccc2)c1C(=O)N=C(N)c1ccc(C(F)(F)F)cc1
→ 20.5	-11.4	7.3	2.4	0.97	1.0	3.0	-0.9	3.6
Cc1nc(-c2ccc(Cl)cc2)sc1C1(C)CC(c2ccc(C#N)cc2)=NO1 (stereo not drawn)
→ 33.5	-0.4	6.4	-0.3	0.941	-3.0	5.9	-6.2	-9.4
Nn1c(COc2ccccc2F)nnc1SCC(=O)NC1CC1
→ 3.3	-15.4	7.8	-6.2	0.903	-4.5	9.7	-0.1	-4.9
CC1CN(Cc2ccc(C#N)cc2Cl)CC(C)O1 (stereo not drawn)
→ -12.5	-3.7	2.1	4.2	0.992	-10.9	0.8	0.4	-2.3
Cc1ccc(/C=N/NC(=O)Cc2c[nH]c3ccccc23)c(C)c1
→ 10.3	9.9	20.3	-0.6	0.999	31.0	0.1	0.0	-0.3
Cc1cc(C(=O)O)cc(S(=O)(=O)Nc2c(C)nn(C)c2C)c1C
→ 11.0	-0.9	8.3	-0.9	1.04	-0.9	-3.6	1.4	-4.4
COc1ccc([C@H]2CC(=O)C=C(c3ccc(-c4ccccc4)c(F)c3)C2)cc1
→ 9.4	7.6	-8.1	3.1	0.991	5.5	0.9	3.1	1.6
CC(=O)Nc1ncc(Cc2ccc(Cl)cc2Cl)s1
→ 25.9	10.1	-3.9	-5.6	0.972	-14.1	2.8	0.2	-2.4
CCC(C)[C@H]1CNCCN1CCCc1cc(OC)c(OC)c(OC)c1 (stereo partly drawn)
→ 7.6	8.9	-13.4	-2.7	1.03	-7.2	-3.0	-1.9	-4.5
Cc1noc(C)c1NC(=O)Nc1cccc2c1O[C@H](CN(C)S(=O)(=O)c1ccccc1)[C@@H](C)CN([C@H](C)CO)C2=O
→ -0.5	4.3	4.1	-5.6	0.981	1.5	1.9	-0.8	-5.8
O=C(CCSCCC(=O)NCc1cccs1)NCc1cccs1
→ 5.1	-6.5	3.2	3.7	1.04	-6.8	-4.4	-0.4	-4.0
CC(=O)CCc1c(C)c2cc(C)ccc2[nH]c1=O
→ -6.5	6.8	0.1	-2.6	1.13	-5.0	-12.9	0.3	-3.2
CCn1c(SC(=O)NC2CCCCC2)nnc1-c1cccs1
→ 10.8	-8.6	23.2	-4.7	0.964	19.9	3.6	-2.7	33.4
CCOC(=O)CSc1nc(-c2ccccc2)nc2ccc(F)cc12
→ 21.1	26.7	13.5	-3.5	0.896	16.5	10.4	-0.6	-7.9
COc1ccc(NC(=O)c2cc3c(-c4ccc(OC)c(OC)c4)nn(C)c3s2)cc1OC
→ 12.5	-10.6	34.5	0.8	0.874	40.1*	12.6	-4.4	-1.8
C=CCSc1nnc2c(n1)-c1cccc3cccc-2c13
→ 7.0	-10.3	23.9	0.3	0.948	19.7	5.2	-1.5	-14.0
CSCC(=O)N1CCC(n2nccc2NC(=O)c2ccc3c(c2)OCO3)CC1
→ -9.1	23.3	8.8	-3.2	0.96	-8.2	4.0	-1.1	-4.4
O=C(O)CCc1ccc(-c2ccc(Br)cc2)n1NC(=O)c1ccc([N+](=O)[O-])cc1
→ 9.7	18.6	8.8	-3.1	0.935	-4.9	6.5	2.3	-4.5
CN(C)C(=O)c1ccc(NC(=O)c2sccc2-c2ccccc2)cc1
→ -2.8	4.1	21.7	-1.6	0.987	9.6	1.3	2.2	-3.4
CCn1c(=O)c([N+](=O)[O-])c(NCCc2ccccc2)c2ccccc21
→ 0.3	13.4	-4.2	5.7	1.08	10.2	-7.9	0.0	0.8
CCOC(=O)c1nnn(CC(=O)NC(=O)Nc2ccccc2)c1C(=O)OCC
→ 19.8	-5.3	4.6	1.0	0.985	-25.8	1.5	-0.5	-3.4
COC(=O)/C=c1\[nH]c2nnc(C)n2c1=O
→ 16.1	-3.7	-5.5	0.9	1.07	6.8	-7.2	-1.1	-2.2
O=C(OCC(=O)N1CCN(C(=O)c2ccco2)CC1)c1ccccc1OCc1ccc(Cl)cc1
→ 5.7	-8.0	5.5	1.2	1.01	22.0	-0.9	-2.7	-2.3
O=C(O)CCC(=O)NNC(=O)COc1cccc(Cl)c1
→ 13.4	10.7	-1.5	-0.6	0.993	-1.9	0.7	-2.3	-4.6
O=C(c1ccc(S(=O)(=O)N2CCCCC2)cc1)N1CCN=C1SCc1cccnc1
→ 19.9	1.3	-4.5	50.3*	0.842	-8.9	15.8	-2.9	-1.4
Cc1nnc(Sc2nc3c(c(=O)[nH]c(=O)n3C)n2Cc2ccccc2)s1
→ -1.4	-6.0	6.9	-3.9	1.1	-1.8	-9.9	1.8	-13.3
CCOC(=O)c1cc(C(=O)Nc2sc3c(c2C#N)CCCC3)nn1C
→ 18.7	8.1	9.4	6.1	1.06	-6.8	-5.6	-1.5	6.7
CC(C)(C)OC(=O)NC(Cc1ccccc1)C(=O)NC(CSC1CCCCO1)C(=O)NN (stereo not drawn)
→ 11.0	-20.2	-4.4	-0.3	1.14	3.7	-14.4	-2.6	3.8
COC(=O)c1ccc2c(=O)[nH]c(CSc3nc(C)cs3)nc2c1
→ 10.3	-14.1	-8.7	-0.2	0.95	-11.8	5.0	-1.0	-1.7
Cc1cccc(C)c1NC(=O)/C(C#N)=C/c1ccsc1
→ 24.6	14.0	39.2	-0.7	1.05	44.1*	-4.6	2.5	-7.0
Cc1ccccc1CN1CCN(C(C)C(=O)NCc2ccccc2)CC1 (stereo not drawn)
→ 24.0	7.5	-12.5	1.8	1.01	-5.0	-0.7	-1.2	-4.4
CCN(CC)C(=O)C(Sc1ccccc1)c1ccccc1 (stereo not drawn)
→ 6.7	-1.6	33.7	-1.2	0.87	28.4	13.0	5.1	-3.1
Cc1nc(CC(=O)N/N=C/c2ccc(OCC(=O)O)cc2)cs1
→ -2.6	-20.4	-19.6	-0.3	1.1	-19.4	-10.4	-1.7	-4.8
CN(CC(=O)Nc1ccc(F)c(F)c1F)C(=O)CCCc1nc2ccccc2c(=O)[nH]1
→ 17.2	-2.6	-16.2	-1.8	1.08	1.7	-8.2	1.2	-10.6
CC1(C)ON(C2CCCCC2)[C@H]2c3nc4ccccc4n3C[C@H]21
→ 4.6	2.8	7.7	-6.0	1.05	-4.1	-5.0	-2.6	-11.9
CC1C(=O)Nc2ccc(S(=O)(=O)NCc3ccc(Cl)cc3)cc2NC1=O (stereo not drawn)
→ -18.4	-7.9	4.6	-3.0	1.07	3.7	-6.8	-2.1	-13.9
CCOC(=O)CC(NC(C)=O)c1ccc([N+](=O)[O-])cc1 (stereo not drawn)
→ -7.0	-40.5	-1.8	-3.9	1.01	1.0	-1.4	0.0	-6.0
Fc1ccc(NC(=S)NCCN2CCOCC2)c(F)c1F
→ 0.0	-5.9	3.6	5.0	0.997	6.6	0.3	-1.8	-1.2
CCOC(=O)CNC(=O)c1c(C)nn(-c2ccccc2)c1Cl
→ 2.9	-3.2	17.1	3.4	0.955	16.2	4.5	0.3	-2.0
Cc1cccc(NC(=O)CSc2ccc(-c3ccc4c(c3)OCO4)nn2)c1C
→ 7.2	1.0	6.8	-2.8	0.995	-5.8	0.5	0.0	-3.1
CCOc1ccc(CCNC(=O)c2ccc(CS(=O)Cc3cccc(Cl)c3)o2)cc1 (stereo not drawn)
→ 21.4	-12.3	13.4	-1.8	0.976	-6.3	2.4	0.8	-2.9
CCC(=O)N=c1sc2cc([N+](=O)[O-])ccc2n1CCOC
→ 15.1	7.2	9.5	-3.3	1	-2.8	0.0	0.0	-7.0
O=C(Oc1c(Cl)cc(Cl)c2cccnc12)c1cccs1
→ 60.8*	12.5	44.4*	-4.1	0.961	64.5*	3.9	-6.0	-5.5
Cc1ccc(-n2c3c(cc(C(=O)NC4CCSC4=O)c2=O)C(=O)CCC3)cc1 (stereo not drawn)
→ 6.6	4.6	15.7	2.4	0.994	-13.9	0.6	0.9	1.2
COc1ccc(NS(=O)(=O)c2cccc(C(=O)NNC(=O)CNC(=O)c3ccccc3F)c2)cc1
→ 11.0	15.8	-22.5	-5.7	0.912	0.2	8.8	-1.9	-7.8
CC1CCCN(C(=O)c2nn(C)c3c2CSc2ccccc2-3)C1 (stereo not drawn)
→ 4.7	16.7	21.7	-2.8	0.951	9.2	4.9	-0.6	-3.0
Cn1c(N)c(C(=O)COC(=O)C2CC(=O)N(Cc3ccccc3)C2)c(=O)n(C)c1=O (stereo not drawn)
→ -11.2	-7.3	3.6	8.1	0.99	9.3	1.0	-3.3	5.3
Cc1cccc(-n2nnnc2SCC(=O)NCC2CCCO2)c1 (stereo not drawn)
→ 4.7	-3.4	-5.5	-10.5	1.1	-15.4	-9.8	-2.9	-6.2
CC(C)(C)OC(=O)C(C)(C)O/N=C(\C(=O)O)c1csc(N)n1
→ 15.5	3.8	2.3	-3.1	1.11	10.8	-11.3	2.6	-10.9
CCC(C)[C@H](NC(=O)NCc1ccc(Cl)cc1)C(=O)OC (stereo partly drawn)
→ 11.8	-0.2	6.5	-0.2	1.01	-7.6	-1.4	-0.2	-1.4
CCC(C)c1ccc(NC(=O)COC(=O)C2CCCC2)cc1 (stereo not drawn)
→ 5.8	0.8	27.0	-0.7	1.08	23.4	-7.8	1.6	12.1

# 3 entries out of the list above, sorted by the value under NALP3 yeast inh, descending:
mol	NALP3 yeast inh
CCOc1ccc(CCNC(=O)c2ccc(CS(=O)Cc3cccc(Cl)c3)o2)cc1 (stereo not drawn)	21.4
CCC(=O)N=c1sc2cc([N+](=O)[O-])ccc2n1CCOC	15.1
CCC(C)c1ccc(NC(=O)COC(=O)C2CCCC2)cc1 (stereo not drawn)	5.8
